Pf Dd2 inh: qHTS Primary assay for Inhibitors of Plasmodium falciparum Dd2 growth in vitro; P. falciparum Dd2 growth, SYBR Green, 72 h; Potency, µM (series often up to 28.9 µM), for inactives: top-dose activity, negative = inhibition, usual class: inhibitors; 120,000 tested, 4.3% active; active means well fitted inhibition curve with a large enough effect; inconclusive means small, poorly fitted or top-dose-only effect; inactive means no such curve, though single readings can be large or run the other way;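 further: plate controls were DMSO vehicle for no effect and reference drug for full effect; nearly all actives have a fitted effect of over 65% in size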
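Infected erythrocytes (Dd2, 0.3% parasitemia, 2.5% hematocrit final) are added to compound in RPMI-1640/Albumax II medium, grown 72 h at 37C in low oxygen, then lysed with saponin/Triton-X containing SYBR Green and read by fluorescence.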
Starred values were filed as active, the others as inactive; i = inactive; ? = inconclusive; [ ] = another dose, or the depositor's remark. Potency means the concentration at half of the fitted maximal effect. Only part of the results is shown. The share of hits here may be higher or lower than overall.

SMILES	Pf Dd2 inh
CN(C)C(=O)C1CN(C(=O)c2ccc(C#N)cc2)CC12CCOCC2 (configuration not stated)	15.9%
Cc1ccc(CN2CCOC[C@H](Oc3ccc(C(F)(F)F)cc3)C2)cc1	i
COCCn1ncc(N2CCCC(CC(=O)NCCN3CCOCC3)C2)cc1=O (configuration not stated)	31.0%
Cc1cc(C)c2oc(C(=O)Nc3nc4ccc(Cl)cc4s3)cc(=O)c2c1	8.0%
Cc1ccc(OCC(=O)Nc2cccc(C(=O)OCc3cc(=O)n4c(C)csc4n3)c2)cc1	i
CC(=O)N1c2ccc(S(=O)(=O)NCC3CCC(C(=O)Nc4cccc(C)c4C)CC3)cc2CC1C (configuration not stated)	?
OC[C@@H]1O[C@H](CNCc2ccc(F)cc2)[C@H](N2CCCC2)[C@@H]1O	i
COc1ccc(Cl)cc1S(=O)(=O)N1CCC(n2cnnc2-c2ccccc2)CC1	?
Cc1nn(CC(=O)NCCc2cscn2)c(=O)n1CCc1ccccc1	-11.6%
Cc1ccc(S(=O)(=O)NCCc2csc3nc(-c4ccccc4F)nn23)cc1C	i
CCN(Cc1nccn1C)C(=O)c1ccc(N2CCC(COC)C2)nc1 (configuration not stated)	10.0%
CCC(CC)C(=O)OCc1cc(=O)n2nc(C3CC3)sc2n1	-19.3%
O=C(CCC1CCCN(C(CO)CO)C1)N1CCN(Cc2ccccc2)CC1 (configuration not stated)	?
CC(C)CN1CCN(C(=O)CCC2CCN(c3cc(NC4CC4)ncn3)CC2)CC1	-25.5%
CSc1ccc(CCNC(=O)c2ccc3c(c2)nc2n3CCC(C)C2)cc1 (configuration not stated)	-1.3%
CCCn1cc(-c2ccnc(NC3CCN(Cc4cccnc4)CC3)n2)c(C)n1	?
COc1ccc(NC(=O)Cn2c(=O)n(Cc3ccco3)c(=O)c3cc(OC)c(OC)cc32)cc1	-14.6%
O=C(CSc1nc(-c2ccccc2)[nH]c1-c1ccc(F)cc1)NC1CCCC1	-13.8%
COC(=O)c1ccccc1NC(=O)c1cnc(Nc2ccc(OC)cc2)c2ccccc12	-1.0%
COCCCNc1nc2cc(OC)c(OC)cc2c2nc(-c3ccccc3)nn12	?

Filtered by structure, those above with a carbonyl joined to an NH by a bond outside any ring.
SMILES	Pf Dd2 inh
COCCn1ncc(N2CCCC(CC(=O)NCCN3CCOCC3)C2)cc1=O (configuration not stated)	31.0%
Cc1cc(C)c2oc(C(=O)Nc3nc4ccc(Cl)cc4s3)cc(=O)c2c1	8.0%
Cc1ccc(OCC(=O)Nc2cccc(C(=O)OCc3cc(=O)n4c(C)csc4n3)c2)cc1	i
CC(=O)N1c2ccc(S(=O)(=O)NCC3CCC(C(=O)Nc4cccc(C)c4C)CC3)cc2CC1C (configuration not stated)	?
Cc1nn(CC(=O)NCCc2cscn2)c(=O)n1CCc1ccccc1	-11.6%
CSc1ccc(CCNC(=O)c2ccc3c(c2)nc2n3CCC(C)C2)cc1 (configuration not stated)	-1.3%
COc1ccc(NC(=O)Cn2c(=O)n(Cc3ccco3)c(=O)c3cc(OC)c(OC)cc32)cc1	-14.6%
O=C(CSc1nc(-c2ccccc2)[nH]c1-c1ccc(F)cc1)NC1CCCC1	-13.8%
COC(=O)c1ccccc1NC(=O)c1cnc(Nc2ccc(OC)cc2)c2ccccc12	-1.0%

(next part)
SMILES	Pf Dd2 inh
Cn1ncc(N2CCC(CNC(=O)c3cccc(-n4cnnc4)c3)C2)cc1=O (configuration not stated)	0.4%
NS(=O)(=O)c1ccc(C(=O)NCCn2cccn2)cc1	4.0%
Cc1ccc(NC(=O)c2ccc(NC(=O)N3CCSc4ncccc43)cc2)c(C)c1	i
O=C(CSc1ncc(CO)n1Cc1ccccc1)Nc1ccc(C(F)(F)F)cc1	10.5%
Cc1noc(C)c1[S+](=O)([O-])N1CCCC(c2nn(-c3ccccc3)c(=O)[nH]2)C1 (configuration not stated)	-9.9%
Cc1cn2nnc(C(=O)N3CCC(C(=O)NCc4cccc(Cl)c4)CC3)c2c(=O)[nH]1	4.47µM*
Cc1ccc(S(=O)(=O)N(CCc2ccccc2)CC(=O)Nc2ccccc2C)cc1	19.7%
Cc1ccc(-n2nc(C)c3c(C(=O)Nc4ccc(Br)c(C)c4)cc(C)nc32)cc1	19.7%
COc1cc(NC(=O)Cn2nc3n(c2=O)CCCC3)cc(OC)c1OC	43.4%
Cc1ccc(NC(=O)CC2Nc3ccccc3NC2=O)cc1C (configuration not stated)	-5.8%
O[C@@H]1CC(CNCc2ccc(F)cc2)(COc2ccc(C(F)(F)F)cn2)C[C@@H]1O (some centres not stated)	3.98µM*
O=C(NCc1ccccc1Cl)c1ccc2c(c1)N(Cc1ccccc1)C(=O)c1ccccc1S2	?
COc1cccc(CN2CCCCCCNC(=O)[C@@H]3C[C@@H](C(=O)N4CCc5ccccc5C4)C[C@@H]32)c1	?
COCCCNC(=O)CCCN1C(=O)COc2ccc(C(=O)COc3ccc(C)c(C)c3)cc21	-11.6%
O=C(Cc1cccs1)N1CCN(c2cc(C(F)(F)F)ncn2)CC1	?
CCOC(=O)C1CCCN(C(=O)c2cc3c(s2)CN(C2CCCC2)C3)C1 (configuration not stated)	?
Cc1ccc(/C=C/C(=O)N2CCC(c3nc4ccccc4o3)CC2)cc1	17.8%
O=C(Nc1sc2c(c1C(=O)NCc1ccco1)CCCC2)c1cc(=O)c2cc(Cl)ccc2o1	19.4%
CCCS(=O)(=O)c1nc(S(=O)(=O)c2ccc(C)cc2)c(N(C)Cc2ccccc2)s1	?
O=C(c1cc2ccccc2[nH]1)N1CCC(Cc2nncn2CC2CC2)C1 (configuration not stated)	i
Cc1cccc(C(=O)N2CCN(C(=O)c3nnn4c3COC(c3ccccc3)C4)CC2)c1 (configuration not stated)	-0.4%
CCOc1cccc(CN2CC(C(=O)NCc3ccncc3)C3(CCOCC3)C2)c1 (configuration not stated)	?
O=C(Cn1ccn2nc(-c3ccc(F)cc3)c(CO)c2c1=O)Nc1cccc(F)c1	-21.8%
CC(C)(C)NC(=O)CN1C(=O)NC2(CCCCC2)C1=O	36.4%[activator]
CC(C)CCNC(=O)c1ccc(Cn2c(=O)c3cccn3c3cccnc32)cc1	-15.4%
O=C(Cc1ccccc1)N1CCC2(CC1)CC(N(Cc1ccccc1)C1CC1)CCO2 (configuration not stated)	i
CC(=O)Nc1cccc(-c2n[nH]c3c2CC(=O)N(CC2CC2)C3)c1	-0.9%[44.1 µM]
CCOc1ccc(CC(=O)N2[C@@H]3CC[C@H]2CC(NC(=O)c2ccc(F)cc2)C3)cc1 (some centres not stated)	?
CCOc1ccccc1C(=O)NCc1ccc2c(c1)CCN2C(C)=O	45.4%[activator]
CC(=O)c1cccc(NC(=O)CCn2nc(C)c(S(=O)(=O)N(C)C)c2C)c1	9.9%
Cc1cccc(OCC(=O)Nc2ccc(S(=O)(=O)Nc3onc(C)c3C)cc2)c1C	3.9%
CCc1nc2c(c(-c3ccc(O)cc3)n1)CCN(Cc1ccc(OC(F)(F)F)cc1)CC2	?
CC1=C[C@@H](CNC(=O)CCCC(=O)O)[C@H](C(C)C)C[C@H]1Cc1nc2ccc(F)cc2[nH]1	?
CCOc1ccc(CCNC(=O)c2ccc3nc(CC)c(CC)nc3c2)cc1	?
CN(Cc1cccc2cnccc12)C(=O)COc1ccc(Cl)cc1Cl	?
O=C(Cc1ccsc1)NCCc1noc(-c2ccccc2)n1	i
CCn1cnnc1-c1nn(C)c2c1CN(C(=O)Cc1cccc(F)c1)CC2	?
CC1(c2ccccc2)N(Cc2ccccc2C#N)C(=O)OC12CCN(Cc1c[nH]c3ccccc13)CC2 (configuration not stated)	?
Cc1cccc(N2CCN(CC(=O)N3C[C@@H](C)[C@](O)(C4CCC4)C3)CC2)c1	?
CNC(=O)c1cc(-c2cccc(NC(C)=O)c2)cc2c1OCCN2Cc1cccnc1	i

An excerpt from above in order of molecular weight, low to high:
SMILES	Pf Dd2 inh
Cc1cccc(N2CCN(CC(=O)N3C[C@@H](C)[C@](O)(C4CCC4)C3)CC2)c1	?
CCOc1ccc(CC(=O)N2[C@@H]3CC[C@H]2CC(NC(=O)c2ccc(F)cc2)C3)cc1 (some centres not stated)	?
O=C(Cc1ccccc1)N1CCC2(CC1)CC(N(Cc1ccccc1)C1CC1)CCO2 (configuration not stated)	i

Other records
SMILES	Pf Dd2 inh
COCc1cn(C[C@H]2C[C@@H](NC(=O)c3cc(C)n(C)n3)[C@H](O)[C@@H]2O)nn1	20.9%
Cc1nccn1Cc1nnc(C2CCCN(CC3CCC3)C2)n1C (configuration not stated)	-0.5%
C=CCNC(=O)C(NC(=O)c1ccc(OC)cc1)C1CCN(C(=O)CCc2ccccc2)CC1 (configuration not stated)	i
CCc1cc(CN2CCCC(C(=O)Nc3ccc(-n4ccnc4C)cc3)C2)on1 (configuration not stated)	i
COc1ccc(-c2cc(CNc3ncncn3)no2)cc1	-3.2%
COc1ccc(CCNS(=O)(=O)c2cc(-c3onc(C)c3C)ccc2OC)cc1OC	i
O=C1NC2(CCN(Cc3ccncc3)C2)OCc2ccccc21 (configuration not stated)	3.1%[44.1 µM]
CCCc1nc(C(=O)N2CC[C@H](CO)[C@H](O)C2)cs1	-12.6%
O=C([C@@H]1C[C@H](F)CN1C(=O)c1ccccc1)N1CCCCC1	27.0%
CCc1nc2c(c(-c3ccc(Cl)cc3)n1)CN(Cc1ccsc1)CC2	5.01µM*
COC(=O)c1sccc1S(=O)(=O)N1CCN(c2cccc(C)c2C)CC1	i
COc1ccc(C(CNC(=O)c2oc3cc(Br)ccc3c2C)N2CCCCC2)cc1 (configuration not stated)	?
COc1ccccc1CNC(=O)CSc1ncc2c(n1)-c1cc(Cl)ccc1N(Cc1ccccc1)S2(=O)=O	?
CN(CC1(C)CCOCC1)C(=O)c1ccco1	?
c1ccc(Oc2ccc(Nc3cnc4ccc(N5CCOCC5)nn34)cc2)cc1	?
COCCCNC(=O)c1csc(N2CCN(c3ccccc3)CC2)n1	?
c1cc(Cn2ccc3c(N4CCOCC4)nc(-c4cn[nH]c4)cc32)ccn1	2.6%[44.1 µM]
Cc1noc(CN(C)C(=O)c2ccc3oc(Cc4ccc(Cl)cc4)nc3c2)n1	?
O=C1CCCN1CCCN1C(=O)[C@@H]2C[C@@H](O)CN2C2(CN(C3CCOCC3)C2)C1=O	41.0%[activator][44.1 µM]
COc1ccc2[nH]c3c(c2c1)CCN(C)C31CCN(C(=O)C2CC2)CC1	i
O=C(CC1NCCNC1=O)Nc1ccc(F)c(Cl)c1 (configuration not stated)	103.1%[activator]
CC(=O)Nc1cccc(-c2cc3c(ccn3C)c(C(=O)NCc3c(C)cc(C)[nH]c3=O)n2)c1	?
CCN1C(=O)COC[C@@H]1[C@H](O)c1ccc(NC(=O)c2cccnc2)cc1	8.0%[44.1 µM]
COc1ccc(NC(=O)Cn2c(N3CCN(c4ccccc4)CC3)nc(C)cc2=O)cc1OC	-15.3%
Cc1ccc(-n2ncc3c(N4CCCCCC4)ncnc32)cc1	10.1%
CC(=O)c1cccc(NC(=O)NC[C@H]2C[C@@H]3CCN2C[C@@H]3c2cc(-c3ccc(F)cc3)nc(C)n2)c1	i
CCOc1ccc(C2c3c(-c4cc(C)ccc4O)n[nH]c3C(=O)N2Cc2cccnc2)cc1OCC (configuration not stated)	11.2µM*
COc1ccc(C(=O)N2CCn3c(nnc3C3CC3)C2)cc1	10.9%[44.1 µM]
CCn1nccc1C(=O)N1CCC2(CC1)N(C)C(=O)CS2(=O)=O	27.6%
COc1ccc(C(=O)N2CCCCCCNC(=O)CC2)cc1	-23.3%
Cc1ccc(C(=O)N2CC(Oc3ccc4c(c3)OCO4)C2)cc1	i
Cc1cccc(C(=O)N2CCCC(n3cc(-c4nc(C(C)C)no4)nn3)C2)c1 (configuration not stated)	-4.2%
CCOc1ccc(/C=C/c2nc(C#N)c(NC(C)CC)o2)cc1 (configuration not stated)	-23.1%
Cc1cccc(-n2nc(-c3c(C)nc4scc(CC(=O)NC5CC5)n4c3=O)cc2C)c1	-12.1%
CC(NC(=O)Cn1c(=O)oc2cc(S(=O)(=O)N3CCCCCC3)ccc21)c1ccccc1 (configuration not stated)	17.0%
O=C(OCc1cccc(C(F)(F)F)c1)c1ccc(-c2nnn(Cc3ccc(F)cc3)n2)cc1	25.3%
Cc1ccc(OCCC2CCN(C(=O)Cn3cnc4c3c(=O)n(C)c(=O)n4C)C2)cc1 (configuration not stated)	i
CCOc1ccc(CNC(=O)c2cnc3sc(N4CCOCC4)nn3c2=O)cc1OC	-23.3%
O=C(NCC1Cn2cccc2C(=O)N1Cc1cccnc1)c1n[nH]c(=O)c2ccccc12 (configuration not stated)	?
CN(CCO)c1ccc(-c2nc(CCCc3ccccc3)no2)cn1	?
COc1cccc(CC(=O)NCC(=O)N2CCCCCNC(=O)CC2c2ccccc2)c1 (configuration not stated)	-9.7%
Fc1cccc(CSc2ccc(-c3cccs3)nn2)c1	-10.4%
COc1ccc(CNC(=O)CSc2ncc3c(n2)-c2cc(Cl)ccc2N(Cc2ccccc2)S3(=O)=O)cc1OC	?
CN1CCC(NCC2(COc3cccnc3)C[C@@H](O)[C@@H](O)C2)CC1 (some centres not stated)	29.1%[44.1 µM]
CN1C(=O)c2cccn2CC1C(=O)NCc1cccc(C(F)(F)F)c1 (configuration not stated)	i
COc1cc(/C=C(\C#N)c2nc3ccc(C)cc3[nH]2)ccc1OC(C)C	i
Cc1cc(C)c(NC(=O)c2oc3c(c2C)-c2[nH]ncc2CC3)c(C)c1	6.3%
COc1ccc(CN2CCC(O)(CN3CCCCC3)C2)cc1Cl (configuration not stated)	?
CCOc1cc(-c2nc3ccc(-c4ccc(OC)c(OC)c4OC)cc3o2)ccc1OC	?
COc1ccc(C(=O)N2CCCOCCNC(=O)[C@@H]3CCCC[C@@H]32)cn1	10.7%
CCOc1ccc(C2Cn3nnc(-c4nc(-c5cccc(C)c5)no4)c3CO2)cc1 (configuration not stated)	-25.9%
O=C(NCc1ccco1)c1ccc2c(c1)N(Cc1ccccc1)C(=O)c1ccccc1S2	i
Cn1cccc1C(=O)NC1CCc2nnc(C3CC3)n2CC1 (configuration not stated)	13.1%

Screening results as filed in PubChem BioAssay.
